# GALK inh – blocks human galactokinase activity. Purified GALK, Kinase-Glo residual ATP luminescence. Potency, µM (series often up to 57.5 µM), for inactives: at the highest dose activity change, negative = inhibition, actives largely listed as inhibitors. actives 0.007% (n = 270,000). AID 1868; note: potency is the fitted concentration of half-maximal effect; % is set by controls: 0 for no effect and ±100 for the full control effect
#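 Compounds were pin-transferred into ATP buffer (35 uM final), then GALK plus galactose (5 nM, 100 uM final) was added. After 1 h at room temperature, Kinase-Glo Plus was added and luminescence read after 10 min.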
# TRPV1 agonist – human TRPV1 agonism; Q8NER1; TRPV1-expressing cells, Fluo-8 calcium influx, agonist mode; activation, % at 8.33 µM; actives 0.19% (n = 320,000); AID 540275; in the data active = activation above about 80%; inconclusive = between about 30% and that limit; note: 0% is about no effect
#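 Fluo-8 calcium influx in TRPV1-expressing cells, kinetic read (ex 480/em 520 nm). Compound added and read 3 min for agonist activity, followed by capsaicin at EC20 final and 2 min further read for enhancement.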
# KCNH2 3.1 block – blocks the human KCNH2 3.1 channel isoform. U2OS KCNH2 3.1, thallium flux FluxOr; hits give low values. activity change, % (tested at about 1.8 µM). actives 0.95% (n = 340,000). AID 720553;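 active = maximum activity change below -70%; inconclusive = maximum activity change from -70% to -50%; inactive = maximum activity change above -50%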;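 note: thallium influx rate constant from kinetic fluorescence after stimulation buffer; % is set by controls: 0 for no effect and ±100 for the full control effect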
#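 Thallium flux read-out: FluxOr dye with Red40 quencher in HBSS/HEPES, 45 min at RT. Rate constants from kinetic reads were normalized to positive and negative DMSO controls. Cells: U2OS virally expressing the 3.1 isoform.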
# ASM inhibitor – human S-ASM enzyme inhibition. Potency, µM (doses to about 57.5 µM), for inactives: at the top dose activity change, negative = inhibition, hits mostly inhibitors. placental ASM, HMU-PC fluorogenic substrate, 60 min. AID 504937. actives 0.006% (n = 340,000). P17405; note: potency is the fitted concentration of half-maximal effect
#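 HMU-PC0 cleavage (9 uM final) by human placental ASM, 60 min at 37 °C following 10 min compound exposure at RT; stopped at pH 10, fluorescence Ex 386/Em 447 nm.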
# A-T KAP1 phos – potential ataxia-telangiectasia treatments restoring KAP-1 phosphorylation; […] A-T fibroblasts, KAP-1 phosphorylation AlphaLISA; neocarzinostatin DNA damage 30 min before lysis; actives 0.19% (n = 320,000); Potency, µM (highest dose often 57.5 µM), without a hit: at the top dose activation, hits mostly activators; note: potency is the fitted concentration of half-maximal effect; % of control where 0% means no effect; nearly all actives have a fitted effect of over 45% in size
#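 hTERT-immortalized A-T patient fibroblasts ([…]), 500 cells/well in OPTI-MEM, 1% FBS, got compounds for 60 min, then NCS for 30 min at 37C. Lysates were then assayed for phospho-KAP-1 by AlphaLISA (anti-pKAP1 donor, anti-KAP1 acceptor beads), 6 hr at 25C.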
# Coupling enz – inhibits coupling enzyme system, counter-screen for aldolase hits; coupling enzyme system counterscreen, AmpLite Red fluorescence; actives 0.67% (n = 290,000); AID 2472; activity change, negative = inhibition, % at 58.2 µM, hits read low; in the data active = activity change below about -30%; note: % is set by controls: 0 for no effect and ±100 for the full control effect
#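 Fluorescence at 525 nm excitation and 598 nm emission measured inhibition of the coupled detection system without aldolase. Compounds (at 57.5 uM final) were preincubated 10 min at room temperature with coupling enzyme reagent before a 20 min substrate/AmpLite Red step.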
# MBNL1 CUG block – MBNL1-poly(CUG) RNA binding inhibition | Q9NR56 | TR-FRET MBNL1-His/biotin-(CUG)12 binding, 665/545 ratio | Potency, µM (highest dose often 57.5 µM), for inactives: top-dose activity change, negative = inhibition, usual class: inhibitors | actives 0.036% (n = 280,000); active = well fitted inhibition curve with a large enough effect in the signal ratio, with a control signal flat, not every such curve was filed as active; inconclusive = small, poorly fitted or top-dose-only effect, or effect the other way, or a change in a side signal; inactive = no such curve, though single readings can be large or run the other way; the % refers to the signal ratio; note: potency is the fitted concentration of half-maximal effect; % is set by controls: 0 for no effect and ±100 for the full control effect
#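 Ratiometric TR-FRET (665 over 545 nm, excitation 340 nm) tracks disruption of MBNL1-His/biotin-(CUG)12 complex after 60 min at room temperature, with compounds at 92 nM to 58 uM final.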
# a7 integrin act – integrin-mediated muscular dystrophy alleviation activation. AID 624291. alpha7betagal myoblasts, beta-gal FDG fluorescence, 48 h. Potency, µM (top dose mostly 38.3 µM), inactives show top-dose activation, actives largely listed as activators. actives 0.064% (n = 350,000);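 note: potency is the fitted concentration of half-maximal effect; 100% = response of the positive control SU9516; nearly all actives have a fitted effect of over 60% in size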
#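 alpha7betagal+/- myoblasts (passage 13, 250/well) treated 48 h at 37C with compounds at 1:260 dilution of DMSO stock. Lysed, then beta-galactosidase activity read as FDG fluorescence (ex 480/em 540) after 30 min, with pre-read for autofluorescence.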
# CXXC DNA block – inhibitors of human MLL CXXC domain-DNA interaction | actives 0.037% (n = 290,000) | Q03164 | MLL-CXXC / FITC-HOXA9 DNA fluorescence polarization | Potency, µM (doses to about 115 µM), without a hit: top-dose activity change, negative = inhibition, most hits filed as inhibitors; active = well fitted inhibition curve with a large enough effect in the polarisation, with a control signal flat, not every such curve was filed as active; inconclusive = small, poorly fitted or top-dose-only effect, or effect the other way, or a change in a side signal; inactive = no such curve, though single readings can be large or run the other way; the % refers to the polarisation; note: potency is the fitted concentration of half-maximal effect
# Target sequence (Q03164 whole entry, looked up, the tested form may be a part): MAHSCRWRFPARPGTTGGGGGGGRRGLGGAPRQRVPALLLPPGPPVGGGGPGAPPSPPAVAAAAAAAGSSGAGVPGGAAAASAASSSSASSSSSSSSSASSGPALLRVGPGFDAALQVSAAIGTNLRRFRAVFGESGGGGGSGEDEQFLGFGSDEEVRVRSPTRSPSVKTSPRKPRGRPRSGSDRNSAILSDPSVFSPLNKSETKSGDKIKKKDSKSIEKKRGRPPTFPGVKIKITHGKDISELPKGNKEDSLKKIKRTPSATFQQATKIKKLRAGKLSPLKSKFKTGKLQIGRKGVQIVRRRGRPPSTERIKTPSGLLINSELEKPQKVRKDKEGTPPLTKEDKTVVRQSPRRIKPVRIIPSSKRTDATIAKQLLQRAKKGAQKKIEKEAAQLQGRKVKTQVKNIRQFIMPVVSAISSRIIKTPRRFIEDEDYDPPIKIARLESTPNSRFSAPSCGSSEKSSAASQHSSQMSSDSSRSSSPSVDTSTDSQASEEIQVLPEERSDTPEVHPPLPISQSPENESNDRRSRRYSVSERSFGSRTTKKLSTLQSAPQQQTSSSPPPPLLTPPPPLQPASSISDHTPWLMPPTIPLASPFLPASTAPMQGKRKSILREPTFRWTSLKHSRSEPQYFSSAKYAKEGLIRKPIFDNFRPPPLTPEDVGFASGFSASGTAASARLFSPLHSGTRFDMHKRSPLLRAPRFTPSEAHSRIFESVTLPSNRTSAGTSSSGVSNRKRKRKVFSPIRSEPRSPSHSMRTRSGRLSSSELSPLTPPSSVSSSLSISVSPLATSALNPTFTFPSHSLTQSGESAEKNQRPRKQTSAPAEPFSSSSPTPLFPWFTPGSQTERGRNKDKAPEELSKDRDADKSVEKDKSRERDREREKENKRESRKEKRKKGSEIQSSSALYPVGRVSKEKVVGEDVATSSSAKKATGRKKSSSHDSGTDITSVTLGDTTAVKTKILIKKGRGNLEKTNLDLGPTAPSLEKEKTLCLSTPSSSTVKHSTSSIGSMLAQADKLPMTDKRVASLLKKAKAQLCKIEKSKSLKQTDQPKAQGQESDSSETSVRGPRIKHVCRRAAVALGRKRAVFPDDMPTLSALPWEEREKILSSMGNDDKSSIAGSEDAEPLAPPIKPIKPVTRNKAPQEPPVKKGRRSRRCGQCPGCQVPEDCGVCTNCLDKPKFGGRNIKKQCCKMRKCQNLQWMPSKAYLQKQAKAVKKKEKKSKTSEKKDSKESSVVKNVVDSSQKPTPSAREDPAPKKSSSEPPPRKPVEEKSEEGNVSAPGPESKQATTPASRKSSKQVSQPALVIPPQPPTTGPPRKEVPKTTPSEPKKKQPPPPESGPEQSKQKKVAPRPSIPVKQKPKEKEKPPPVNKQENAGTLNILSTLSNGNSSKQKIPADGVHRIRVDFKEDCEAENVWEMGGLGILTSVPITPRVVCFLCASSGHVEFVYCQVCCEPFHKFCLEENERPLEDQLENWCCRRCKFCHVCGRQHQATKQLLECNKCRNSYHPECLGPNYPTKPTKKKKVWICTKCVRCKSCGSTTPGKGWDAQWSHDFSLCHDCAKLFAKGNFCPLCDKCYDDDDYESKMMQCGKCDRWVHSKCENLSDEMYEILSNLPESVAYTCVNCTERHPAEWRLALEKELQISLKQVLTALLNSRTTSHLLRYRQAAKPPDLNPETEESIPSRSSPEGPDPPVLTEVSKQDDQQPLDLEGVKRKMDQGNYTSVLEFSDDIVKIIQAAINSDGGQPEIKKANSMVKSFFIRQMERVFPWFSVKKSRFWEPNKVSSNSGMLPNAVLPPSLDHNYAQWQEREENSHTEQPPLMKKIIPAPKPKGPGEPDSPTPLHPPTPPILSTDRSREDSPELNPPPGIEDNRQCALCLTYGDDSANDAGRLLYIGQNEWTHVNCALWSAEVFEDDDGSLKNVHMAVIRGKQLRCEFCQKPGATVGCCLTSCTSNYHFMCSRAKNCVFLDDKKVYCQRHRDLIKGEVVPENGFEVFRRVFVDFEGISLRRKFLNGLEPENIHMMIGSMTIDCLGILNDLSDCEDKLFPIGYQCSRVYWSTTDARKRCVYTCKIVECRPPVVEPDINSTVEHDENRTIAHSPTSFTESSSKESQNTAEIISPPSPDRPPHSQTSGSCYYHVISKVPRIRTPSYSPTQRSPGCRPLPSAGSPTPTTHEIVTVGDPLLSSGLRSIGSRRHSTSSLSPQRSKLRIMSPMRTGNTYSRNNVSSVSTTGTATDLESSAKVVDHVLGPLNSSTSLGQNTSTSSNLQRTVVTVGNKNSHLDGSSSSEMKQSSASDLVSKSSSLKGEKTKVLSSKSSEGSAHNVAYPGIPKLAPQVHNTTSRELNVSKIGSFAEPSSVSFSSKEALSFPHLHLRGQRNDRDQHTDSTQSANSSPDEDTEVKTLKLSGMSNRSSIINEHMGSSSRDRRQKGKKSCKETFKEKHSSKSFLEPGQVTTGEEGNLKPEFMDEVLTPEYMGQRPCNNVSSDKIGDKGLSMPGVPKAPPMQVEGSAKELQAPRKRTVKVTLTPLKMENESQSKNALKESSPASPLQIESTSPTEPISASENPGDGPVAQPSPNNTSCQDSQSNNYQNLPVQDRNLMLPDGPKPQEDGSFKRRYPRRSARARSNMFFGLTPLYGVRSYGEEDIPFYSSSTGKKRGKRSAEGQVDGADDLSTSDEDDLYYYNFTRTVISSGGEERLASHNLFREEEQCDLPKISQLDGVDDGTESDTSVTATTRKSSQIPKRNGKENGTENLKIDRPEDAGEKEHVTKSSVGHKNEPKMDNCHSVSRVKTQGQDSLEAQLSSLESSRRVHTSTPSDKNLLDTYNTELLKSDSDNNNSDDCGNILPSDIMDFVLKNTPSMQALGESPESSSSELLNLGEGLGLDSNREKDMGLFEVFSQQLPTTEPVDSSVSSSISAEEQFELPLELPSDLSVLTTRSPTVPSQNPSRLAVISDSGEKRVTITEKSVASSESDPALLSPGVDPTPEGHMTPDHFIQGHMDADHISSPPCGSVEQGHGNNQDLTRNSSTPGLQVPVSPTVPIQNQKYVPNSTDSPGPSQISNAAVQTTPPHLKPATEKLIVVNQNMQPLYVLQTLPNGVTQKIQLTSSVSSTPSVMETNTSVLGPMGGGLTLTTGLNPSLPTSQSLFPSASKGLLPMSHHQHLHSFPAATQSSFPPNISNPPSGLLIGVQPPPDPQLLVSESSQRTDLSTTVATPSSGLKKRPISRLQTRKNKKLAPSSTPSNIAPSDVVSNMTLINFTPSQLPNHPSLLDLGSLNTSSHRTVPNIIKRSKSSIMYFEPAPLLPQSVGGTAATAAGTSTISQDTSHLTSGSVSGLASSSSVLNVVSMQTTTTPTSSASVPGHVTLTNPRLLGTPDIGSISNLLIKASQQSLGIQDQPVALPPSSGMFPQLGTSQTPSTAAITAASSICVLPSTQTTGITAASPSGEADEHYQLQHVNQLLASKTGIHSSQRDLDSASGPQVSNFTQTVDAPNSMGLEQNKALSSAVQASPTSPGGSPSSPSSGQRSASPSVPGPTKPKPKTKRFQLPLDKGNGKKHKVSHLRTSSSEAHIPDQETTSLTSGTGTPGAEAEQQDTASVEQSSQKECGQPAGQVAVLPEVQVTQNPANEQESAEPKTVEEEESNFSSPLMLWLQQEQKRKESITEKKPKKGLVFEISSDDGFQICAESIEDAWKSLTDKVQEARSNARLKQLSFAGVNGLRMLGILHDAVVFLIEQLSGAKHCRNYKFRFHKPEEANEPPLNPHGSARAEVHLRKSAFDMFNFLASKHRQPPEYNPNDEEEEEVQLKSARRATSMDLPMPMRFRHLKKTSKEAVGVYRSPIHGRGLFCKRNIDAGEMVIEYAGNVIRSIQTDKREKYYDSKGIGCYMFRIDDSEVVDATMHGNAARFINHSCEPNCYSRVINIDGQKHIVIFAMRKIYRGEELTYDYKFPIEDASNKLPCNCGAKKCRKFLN
#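 Purified MLL-CXXC (added from a 7 uM solution) was preincubated 5 min at ambient with pinned compounds in 50 mM Tris-HCl pH 7.5, 50 mM NaCl, 1 mM DTT, 0.05% BSA. Fluorescein-labeled HOX-A9 DNA (50 nM solution) followed, 30 min, then polarization read.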
# KCNH2 WT inh – blocks the wildtype human KCNH2 potassium channel | U2OS, BacMam KCNH2, thallium flux FluxOr; hits give low values | activity change, % at 1.84 µM | actives 0.37% (n = 340,000);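 active = maximum activity change below -70%; inconclusive = maximum activity change between -70% and -50%; inactive = maximum activity change above -50%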; note: % is set by controls: 0 for no effect and ±100 for the full control effect
#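 U2OS cells transduced with wild-type KCNH2 virus are loaded with FluxOr dye for 45 min, and thallium flux is measured in kinetic reads before and after stimulation buffer. Rate constants are normalized to DMSO controls.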
# Starred values were filed as active, the others as inactive; u = inconclusive; x = not tested or not shown; & = joins results of further samples. Unless noted, calls come from the whole dose curve; as a rule, active = well fitted curve in the direction sought with a large enough effect; inconclusive = small, poorly fitted or top-dose-only effect, or another doubt; inactive = no such curve, though single readings can be large; an effect the other way counts as inactive or inconclusive.
Molecule	A-T KAP1 phos	TRPV1 agonist	MBNL1 CUG block	GALK inh	a7 integrin act	KCNH2 WT inh	Coupling enz	ASM inhibitor	CXXC DNA block	KCNH2 3.1 block
Cc1ccccc1CSCC(=O)NC(=O)NC(C)(C)C	11.9%	16.6	-7.1%	1.9%	-16.7%	-8.6	-0.1	-2.4%	-11.8%	-1.2
CCOC(=O)C(=Cc1ccc2c(c1)OCO2)c1ccccc1	x	x	x	x	-7.2%	3.3	x	-1.9%	x	-0.4
COc1ccc(NC(=O)CC2C(=O)N(c3ccc(F)cc3)C(=S)N2NC(=O)c2ccccc2)cc1 (stereo not drawn)	0.5%	5.2	0.9%	-1.8%	-2.7%	8.8	-2.0	-0.5%	12.2%	-18.3
CCC(=O)Nc1cccc(NC(=S)NC(=O)c2ccc(C)cc2)c1	7.4%	5.8	24.0%	1.7%	-13.8%	7.8	-0.3	-6.3%	3.3%	0.5
CC(C)Cn1c(NCCN(C)C)nc2c1c(=O)[nH]c(=O)n2C	-1.0%	1.4	3.3%	0.4%	-7.0%	-15.5	3.5	0.8%	4.7%	-8.5
CC(C)CC(=O)Nc1ccccc1N1CCN(C(=O)c2ccccc2)CC1	1.0%	2.9	-9.0%	-4.4%	-24.5%	1.2	0.0	3.5%	8.2%	-7.2
CN(C)c1ccc(N2C(=NC(=O)C3CCCO3)SC3CS(=O)(=O)CC32)cc1 (stereo not drawn)	2.6%	-1.8	3.6%	-2.8%	8.2%	4.5	x	1.6%	21.8%	-16.4
CC(=O)Nc1ccc(S(=O)(=O)NC2=C(N3CCN(Cc4ccccc4)CC3)C(=O)c3ccccc3C2=O)cc1	-3.0%	10.7	u	0.8%	-20.6%&-20.4%	2.6&2.4	-43.9*	-3.5%&-6.8%	7.9%	4.3&5.2
CCn1c(Cc2ccccc2)nnc1SCC(=O)Nc1ccc(S(N)(=O)=O)cc1	-0.9%	-1.9	-4.1%	-0.5%	-4.9%	-1.3	7.2	2.6%	-6.7%	23.0
O=C(NCCc1ccc(Cl)cc1)c1ccc(CS(=O)Cc2ccccc2Cl)o1 (stereo not drawn)	8.1%	22.5	-3.0%	1.8%	-1.2%	-7.1	x	-2.2%	7.4%	13.4
CCc1ccccc1NC(=O)CCC(=O)Nc1nnc(C(C)C)s1	-7.3%	-5.0	-2.3%	5.8%	27.1%	3.5	x	0.1%	9.6%	5.2
O=C(NCCS(=O)(=O)NCc1ccco1)c1ccccc1	-8.3%	0.3	x	x	-6.5%	-0.1	x	-0.6%	x	-5.7
COc1ccc2c(c1OC)C(=O)N1C2SC[C@H]1C(=O)NC1CC1 (stereo partly drawn)	-0.9%	-4.0	0.8%	x	-1.4%	-3.2	0.6	-2.4%	2.7%	-9.7
COC(=O)Cn1c(CN2CCN(C(=O)c3ccco3)CC2)nc2c1c(=O)n(C)c(=O)n2C	4.4%	-2.3	-20.7%	2.2%	10.3%	-4.5	-2.2	-1.9%	0.5%	-36.2
CCCCn1c(N)c(N(CCC(C)C)C(=O)COC(=O)c2cccnc2Cl)c(=O)[nH]c1=O	-10.3%	-1.3	x	x	11.7%	-5.1	x	-0.8%	x	7.2
Cc1cc(C)c2c(n1)sc1c(N3CCN(CCO)CC3)ncnc12	-3.8%	-2.6	6.0%	0.1%	10.1%	52.6	-11.5	-3.1%	1.1%	-9.3
Clc1cccc(C2CCN(Cc3nc(CC4CC4)no3)C2)c1 (stereo not drawn)	3.2%	22.7	-5.5%	-1.6%	-0.6%	7.2	-0.8	0.4%	-1.2%	-21.7
COCC(C)NC(=O)c1ccc(N(C)C)cc1 (stereo not drawn)	7.2%	0.0	-1.6%	18.9%	7.4%	-8.3	-1.5	0.1%	11.5%	-6.7
CC1(/[N+]([O-])=C/c2ccc(Cl)cc2Cl)CCCCC1=O (stereo not drawn)	8.8%	x	x	2.5%	1.7%	4.0	1.9	-1.7%	1.5%	2.9
CN(CC(=O)Nc1cccc2ccccc12)C(=O)c1ccc(NC(=O)CC#N)cc1	12.6%	x	x	x	-2.2%	0.0	x	-1.3%	x	0.6
COc1ccc(CCC(=O)OCC(=O)Nc2c(C)n(C)n(-c3ccccc3)c2=O)cc1	2.0%	-2.1	x	x	5.4%	-3.2	x	-1.5%	x	30.1
COc1ccc(OC)c(NC(=O)Cn2c(=O)n(CC(=O)NCc3ccco3)c(=O)c3ccccc32)c1	-0.7%	-6.9	-5.4%	0.2%	-20.8%	-3.3	1.9	-4.1%	-6.9%	-0.7
Nc1c(C(=O)c2ccccc2)oc2ccc([N+](=O)[O-])cc12	-3.4%	-0.3	11.1%	-0.9%	u	6.9	0.4	-5.5%	-25.5%	11.7
Cc1c(C(=O)NN2CCOCC2)oc2c1ccc1ccccc12	6.0%	-0.1	-7.7%	2.6%	5.0%	-4.9	0.7	2.6%	6.9%	-7.8
COc1ccc(S(=O)(=O)Nc2cccnc2)cc1	10.1%	-3.1	-3.9%	-1.1%	u	27.3	5.2	-4.3%	-3.6%	3.8
COc1ccc(OCC(=O)OCC(=O)N2C(C)CCCC2C)cc1 (stereo not drawn)	0.6%	4.0	x	x	u	10.1	x	-4.2%	x	-0.2
Cc1cc(S(=O)(=O)N2CCOCC2)ccc1OCC(=O)N1CCC(C)CC1	7.5%	18.1	-11.5%	-1.0%	0.0%	6.0	-1.1	1.9%	16.7%	3.1
COc1ccc(C(C)C)cc1S(=O)(=O)Nc1ccccn1	2.8%	-3.1	-4.7%	-4.6%	20.2%	-0.2	-1.8	0.3%	8.1%	0.5
CCOC(=O)N1CCC(N2Cc3cccc(C(=O)N4CCN(C5CCCCC5)CC4)c3C2=O)CC1	0.5%	1.1	-0.8%	1.8%	-6.7%	0.9	0.5	7.9%	14.6%	-3.7
Cc1ccc(C2(C)NC(=O)N(CC(=O)NCc3cccs3)C2=O)cc1 (stereo not drawn)	x	5.2	-21.7%	0.0%	17.4%	-2.7	3.5	-1.7%	12.2%	-7.9
CN(C(=O)CS(=O)(=O)c1cn(CC(=O)N2CCCCC2)c2ccccc12)c1ccccc1	12.5%	-1.1	1.7%	-4.7%	-9.9%	7.1	x	3.1%	-1.7%	x
CCC(NC(=O)C(C)NC)C(=O)N1CCCC1C(=O)NC1CCCc2ccccc21 (stereo not drawn)	-1.9%	-3.0	x	x	0.0%	-7.5	x	7.8%	x	-10.8
CC(=O)Nc1ccc(NC(=O)CC2Nc3cccc4cccc(c34)NC2=O)cc1 (stereo not drawn)	-4.7%	-0.1	u	1.2%	3.8%	-0.5	-20.5	-7.4%	2.4%	0.7
COc1c(C(=O)Nc2ccc(Br)cn2)ccc2ccccc12	2.3%	3.4	17.0%	-3.8%	-4.1%	-11.2	0.7	-1.9%	0.4%	1.0
CN1C(=O)C(C)(C)c2cc(S(=O)(=O)N3CCN(c4cccc(Cl)c4)CC3)ccc21	-8.9%	-1.0	12.3%	x	13.8%	1.0	0.0	-12.3%	x	-6.9
Cc1noc(C)c1S(=O)(=O)N(C)Cc1ccccc1	1.2%	-4.8	-2.3%	3.6%	10.7%	0.4	2.3	4.8%	1.9%	0.2
CN(C(=O)CSc1nnc2n1CCCCC2)C1(C#N)CCCCC1	-14.3%	x	x	x	-20.7%	-3.5	x	0.0%	x	12.3
O=C1CCc2cc(S(=O)(=O)N3CCC(C(=O)NC4CCCC4)CC3)ccc2N1	9.8%	-1.4	-11.3%	1.7%	-17.6%	0.7	2.6	1.5%	-6.2%	-7.2
Cc1cccc(-c2noc(CCC(=O)Nc3ccc(C(N)=O)cc3)n2)c1	-14.9%	80.8*	-2.5%	6.8%	u	-8.1	2.9	-3.8%	-1.6%	-7.8
COc1ccc(OC)c(S(=O)(=O)N(C)CC(=O)N2CCN(c3ccc(F)cc3)CC2)c1	6.1%	-1.9	u	0.8%	14.2%	1.1	1.9	1.4%	1.6%	-11.6
Cn1c(Oc2ccccc2)c(C=O)c2ccccc21	2.6%	2.6	-18.7%	0.7%	-5.6%	2.4	0.9	0.7%	9.0%	-1.5
Cc1[nH]n(-c2ccccc2)c(=O)c1C(c1ccccc1[N+](=O)[O-])C(C#N)C#N (stereo not drawn)	-11.4%	3.4	21.5%	x	21.5%	-11.6	2.7	-0.6%	-22.1%	6.7

# Hits appear at their usual frequency (roughly 2% active in at least one column).
